Screening results: PubChem, several laboratories
RSV antiviral HEp-2 – RSV antiviral activity via CPE protection, HEp-2 cells, primary 10 µM value included (AID 2391); HEp-2 cells, RSV-induced CPE inhibition; higher % means a stronger effect; one-dose CPE inhibition, % at 10 µM; IC50 in µM for titrated hits; hit rate 0.13% among 310,000; in the data active = a potency from the dose series; inconclusive = CPE inhibition mostly from about 23% at the one dose, without a potency; inactive = the rest, 99 in 100 with CPE inhibition below about 21%; note: strong numbers were not always called active
WT yeast gro inh – growth inhibition of WT yeast, mitochondrial fusion screen. mitochondrial fusion phenotypic screen, WT strain. inhibition, % at 10 µM. hit rate 2.1% among 190,000. AID 1362; in the data active = inhibition above about 58%; tested in S. cerevisiae
XIAP antagonists – small molecules displacing peptide from XIAP – biochemical, IAP family, fluorescence polarization (AID 1018); XIAP BIR domain, fluorescence polarization peptide displacement; higher % means a stronger effect; one-dose displacement, % at 20 µM; IC50 in µM for titrated hits; hit rate 0.007% among 200,000; in the data active = displacement above about 50%; note: a part of the inactive calls stands beside numbers as strong as those of hits
human PMI inhibitors – human PMI inhibitors, high substrate, primary screen, biochemical, fluorescence intensity, high mannose 6-phosphate (AID 1220); recombinant PMI enzyme, coupled fluorescence intensity; higher % means a stronger effect; one-dose inhibition, % at 20 µM; IC50 in µM for titrated hits; hit rate 0.66% among 190,000
TNAP activators – stimulation of alkaline phosphatase TNAP activity – biochemical, luminescent, no phosphate acceptor, uHTS, primary screen (AID 1001); purified TNAP, luminescent activation assay, no phosphate acceptor; higher activation fold means a stronger effect; hit rate 0.03% among 200,000; activation fold at 20 µM, or EC50 in µM where a hit was titrated; in the data active = activation fold from about 3, or a potency from the dose series; inactive = the rest, 99 in 100 with activation fold below about 1.6; note: many of its hits are not listed in these tables
Myeloid diff 2 – promotes myeloid progenitor differentiation; AID 624256; ER-HoxA9 myeloid progenitors, lysozyme-GFP differentiation, flow cytometry; hit rate 1% among 360,000; calls only at 10 µM;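 active = normalized GFP-positive differentiation at or above the plate's own cutoff, the solvent-only control mean plus 3 SD; inconclusive = no clear call, values can overlap the other calls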;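 note: cells exposed to compound for four days before flow analysis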
human PMI inhibition – MPI enzyme activity inhibition – biochemical, fluorescence intensity, coupled assay, primary screen (AID 1209). purified PMI enzyme, coupled fluorescence intensity; higher % means a stronger effect. one-dose inhibition, % at 20 µM; IC50 in µM for titrated hits. hit rate 0.42% among 190,000;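 note: plate controls were DMSO vehicle for no effect and wells lacking substrate for full effect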
Salmonella PhoP GFP – inhibitors of PhoP regulon expression, primary screen, Salmonella Typhimurium, GFP reporter (AID 1863); S. Typhimurium PhoP-regulated promoter GFP reporter, 4 h; higher % means a stronger effect; one-dose inhibition, % at 50 µM; IC50 in µM for titrated hits; hit rate 0.16% among 300,000;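 active = inhibition over 29.93%, a cutoff 3 SD above the screen mean, later confirmed by dose response; inconclusive = inhibition over 29.93% but no dose response follow-up; inactive = inhibition at most 29.93% or unconfirmed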;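 note: 0% = low Mg2+ inducing control and 100% = high Mg2+ repressing control; strong numbers were not always called active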
SIAH1 antagonists – blockers of Siah-1 interaction with plectin peptide – biochemical, fluorescence polarization, rhodamine-plectin, uHTS, primary screen (AID 1817) | Siah-1 / rhodamine-plectin peptide fluorescence polarization; higher % means a stronger effect | one-dose displacement, % at 20 µM; IC50 in µM for titrated hits | hit rate 0.02% among 290,000;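 active = displacement of at least 50% at 20 µM, with a fluorescence ratio check between 0.3 and a set limit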;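 note: plate controls were Siah plus tracer with DMSO for no effect and tracer alone without Siah for full effect; strong numbers were not always called active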
WT yeast gro inh mutant strain – recorded beside WT yeast gro inh, whose call it bears; inhibition, %; mitochondrial fusion phenotypic screen, mutant strain inhibition
Myeloid diff 2 GFP+ MAC1+ % – second read-out of Myeloid diff 2, no call of its own (marks repeat the call); GFP+ MAC1+ double positive, %; measured here: differentiation confirmed by MAC1 staining
An asterisk follows results filed as active; i = inactive; u = inconclusive; x = no result given; + = active, no number. Cut-off read from the data, not from the text of the source, unless noted: active = inhibition above about 50%; inactive = the rest. Compounds as they come (roughly 3.1% active in at least one column).

SMILES	RSV antiviral HEp-2	WT yeast gro inh	WT yeast gro inh mutant strain	XIAP antagonists	human PMI inhibitors	TNAP activators	Myeloid diff 2	Myeloid diff 2 GFP+ MAC1+ %	human PMI inhibition	Salmonella PhoP GFP	SIAH1 antagonists
COCC(=O)OCC(=O)Nc1cc(C(C)(C)C)nn1-c1ccccc1	1.7%	-7	7	-4.0%	-5%	1.1	i	0.9	-6%	-8%	0%
COc1ccc(Cn2c(=N)c(C(=O)NC3CCCCC3)cc3c(=O)n4ccccc4nc32)cc1	3.7%	x	x	x	x	x	i	3.0	x	-5%	1%
O=C(Nc1ccc(N2CCCCC2)c(Cl)c1)c1ncn[nH]1	33%	-8	-30	-1.2%	4%	1.2	i	1.0	3%	-5%	-3%
Cc1cccc(NC(=S)NNC(=O)c2ccc3c(c2)OCO3)c1	2.1%	-2	-10	-6.5%	-8%	2.6	i	2.1	-12%	7%	-8%
COc1ccc(CN2C(=O)c3cccnc3C2=O)cc1S(=O)(=O)NCc1ccc(C)cc1	0.9%	x	x	x	x	x	i	2.1	x	-6%	13%
O=S1(=O)N=C(N(CCO)/N=C/c2ccccc2)c2ccccc21	x	4	6	-2.0%	-1%	1.1	i	0.0	1%	-3%	17%
CCCc1cc(=O)oc2c3c(cc(OCC(=O)NCC4CCC(C(=O)O)CC4)c12)OC(C)(C)CC3 (stereo not given)	5.3%	x	x	x	x	x	i	3.8	x	-4%	0%
Cc1ccsc1C(=O)OCC(=O)c1cc2ccccc2o1	1.2%	5	8	-1.0%	6%	1	i	0.9	8%	-7%	0%
N#C/C(=C\c1c(N2CCN(c3ccccc3)CC2)nc2ccccn2c1=O)C(N)=O	2.6%	x	x	x	x	x	i	0.2	x	-10%	-1%
CC1CC(OC(=O)C(O)c2ccccc2)CC(C)(C)N1C (stereo not given)	4.1%	x	x	x	x	x	i	2.9	x	-4%	-1%
CCOc1ccc(/C=N/NC(N)=S)cc1	3.2%	-14	13	-8.3%	-1%	0.9	i	0.2	6%	7%	0%
COc1cccc(NC(=S)Nc2cc(C)cc(C)n2)c1	1.5%	x	x	x	x	x	i	0.1	x	-3%	8%

In the list so far, these contain four or more nitrogen atoms.
SMILES	RSV antiviral HEp-2	WT yeast gro inh	WT yeast gro inh mutant strain	XIAP antagonists	human PMI inhibitors	TNAP activators	Myeloid diff 2	Myeloid diff 2 GFP+ MAC1+ %	human PMI inhibition	Salmonella PhoP GFP	SIAH1 antagonists
COc1ccc(Cn2c(=N)c(C(=O)NC3CCCCC3)cc3c(=O)n4ccccc4nc32)cc1	3.7%	x	x	x	x	x	i	3.0	x	-5%	1%
O=C(Nc1ccc(N2CCCCC2)c(Cl)c1)c1ncn[nH]1	33%	-8	-30	-1.2%	4%	1.2	i	1.0	3%	-5%	-3%
N#C/C(=C\c1c(N2CCN(c3ccccc3)CC2)nc2ccccn2c1=O)C(N)=O	2.6%	x	x	x	x	x	i	0.2	x	-10%	-1%

Next entries follow.
SMILES	RSV antiviral HEp-2	WT yeast gro inh	WT yeast gro inh mutant strain	XIAP antagonists	human PMI inhibitors	TNAP activators	Myeloid diff 2	Myeloid diff 2 GFP+ MAC1+ %	human PMI inhibition	Salmonella PhoP GFP	SIAH1 antagonists
O=C(CSc1nc2ccccc2c(=O)n1Cc1ccco1)c1ccccc1	u	3	23	-7.5%	5%	1.1	i	20	10%	5%	3%
CC(C)(C)c1ccc(OCCCC(=O)N2CCOCC2)cc1	2.0%	-6	-9	-15%	11%	1.1	i	0.7	7%	x	13%
Cc1ccccc1NC(=O)Cc1nc(COC(=O)c2cccc([N+](=O)[O-])c2)cs1	2.1%	x	x	x	x	x	u	x	x	11%	-2%
Cc1ccc(C(=O)N2CCC(C)CC2)cc1C	2.4%	-3	8	-2.8%	1%	1.1	i	2.3	4%	4%	3%
Cc1cc(O)c(-c2cc(O)c(C)cc2O)cc1O	4.1%	x	x	x	x	x	i	0.7	x	-8%	6%
O=C(NCc1ccncc1)C(=O)Nc1nc2ccccc2s1	0.9%	-19	-4	-4.0%	2%	1.2	i	0.8	4%	-5%	-2%
COc1cccc(NC(=O)CN(C)S(=O)(=O)c2ccc3c(c2)NC(=O)CS3)c1	0.0%	x	x	x	x	x	i	1.4	x	1%	-3%
O=C(O)c1cc(N/N=C/c2ccncc2)ccc1Cl	1.1%	x	x	x	x	x	i	0.3	x	-5%	10%
Cc1ccc(-c2nn(C)c(=O)c3ccccc23)cc1CN1CCCCC1	0.2%	x	x	x	x	x	i	0.4	x	-4%	7%
O=C(NC1(C(=O)NC2CCCC2)CCCCC1)c1ccc2c(c1)OCO2	2.0%	12	-4	-9.1%	3%	1.1	i	0.6	8%	6%	0%
OCC[C@@H]1C[C@H](O)[C@@H](O)[C@]2(CCCc3ccccc3O2)O1	-0.1%	x	x	x	x	x	i	0.7	x	10%	-2%
CCOc1cc(/C=N/Nc2ncnc(Cl)c2N)ccc1O	1.0%	0	11	-3.8%	-30%	1.2	i	0.8	-39%	-4%	-10%
O=C(NCc1ccc2c(c1)OCO2)c1ccc(Cl)c(S(=O)(=O)N2CCOCC2)c1	-1.4%	1	10	-1.5%	-8%	1.1	i	0.8	-2%	-8%	3%
CCOc1ccccc1N(CC(=O)N1CCCCCC1)S(C)(=O)=O	1.4%	4	10	-2.5%	4%	1	i	1.0	11%	-9%	3%
O=C(NCCc1ccccc1)C1CCCN1C(=O)Nc1ccc(F)cc1 (stereo not given)	2.6%	20	-26	-1.7%	7%	1	+	7.9*	5%	-8%	0%
COc1ccc(OC)c(-c2csc(NC(=O)Cn3[nH]c(=O)c4ccccc4c3=O)n2)c1	12%	-43	-65	-20%	4%	1.1	i	0.8	10%	-14%	5%
COC(=O)c1c(-c2ccccc2)csc1N	10%	-13	5	-3.8%	30%	1.1	i	1.1	31%	8%	1%
Cc1cc[n+](CCc2ccccc2)cc1C	0.8%	x	x	x	x	x	i	1.3	x	-6%	-5%
O=C(NC(=S)Nc1ccccc1N1CCCCC1)c1ccccc1	u	67*	-4.7*	-7.6%	14%	1.1	i	0.6	18%	0%	4%
Cc1cccc(NS(=O)(=O)c2ccccc2)n1	-0.1%	8	1	-3.5%	-7%	1.1	i	0.9	-3%	0%	2%
CSc1nncn1/N=C/c1ccc2c(c1)OCO2	0.1%	64*	0.9*	2.3%	2%	1.1	i	2.5	8%	2%	3%
Cc1ccc(-n2c(C)cc3c2CCCC3=O)cc1	2.7%	10	16	16%	11%	1.2	i	6.9	11%	-13%	1%
CCC(C)(C)NC(=O)C(c1cccc(OC)c1OC)N(Cc1ccccc1)C(=O)CCC(=O)Nc1cc(C)on1 (stereo not given)	1.8%	x	x	x	x	x	i	0.7	x	6%	2%
CCOC(=O)c1c(N2CCCCC2)c2ccccc2[nH]c1=O	1.9%	-6	-12	-5.8%	-3%	1.1	i	0.7	-4%	-5%	-2%
O=C(NCCO)C(=O)Nc1cc2c3c(c1)CC(=O)N3CCC2	1.2%	x	x	x	x	x	i	0.3	x	4%	-4%
Cc1cc(=O)cc(C)n1-c1ccc(Br)cc1	0.9%	-20	-4	-7.4%	-6%	1.1	i	0.5	-8%	1%	20%
COCCN1CC(=O)N(c2cccc(C)c2C)C(c2ccc(Cl)cc2)C1=O (stereo not given)	0.2%	-13	-7	-4.2%	-1%	1.1	i	0.6	-7%	-1%	4%
CCCOc1cccc(-c2nnc(NC(=O)c3ccco3)s2)c1	0.4%	x	x	x	x	x	i	4.8	x	-7%	6%
O=C(CN(Cc1ccccc1)S(=O)(=O)c1ccccc1)N/N=C/c1ccccc1[N+](=O)[O-]	2.9%	26	5	-9.1%	17%	1	i	1.0	24%	4%	5%
O=C(NNC(=O)C1C2C=CC(C2)C1C(=O)O)c1cc(Cl)ccc1O (stereo not given)	1.4%	x	x	x	x	x	i	0.9	x	-1%	3%
CCOc1ccc(NS(=O)(=O)c2cc3c4c(c2)C(C)C(=O)N4CCC3)cc1 (stereo not given)	6.7%	x	x	x	x	x	i	1.4	x	-7%	-4%
Cc1ccccc1CC(=O)Nc1ccc(S(=O)(=O)N2CCN(C)CC2)cc1	-0.9%	x	x	x	x	x	i	0.0	x	-2%	1%
O=C(CN1CCCC1=O)NC1C2CC3CC(C2)CC1C3 (stereo not given)	1.2%	0	12	-2.9%	-7%	1.2	i	0.4	-6%	-8%	12%
CCc1cccc(CC)c1N1C(=O)c2cc(N3CCOCC3)c([N+](=O)[O-])cc2C1=O	2.0%	29	23	-1.1%	10%	1	i	1.1	11%	12%	3%
CC(C)(C)c1cccc(/C=N/O)c1O	2.5%	7	13	-5.3%	17%	1	i	0.4	0%	-2%	1%
O=C(NCCCn1ccnc1)c1ccc(Br)c(S(=O)(=O)N2CCOCC2)c1	0.3%	-17	2	-5.1%	12%	1	i	0.6	6%	1%	0%
CCN(CC)CCN1C(=O)C(=O)/C(=C(/O)c2ccc(F)cc2)C1c1ccncc1 (stereo not given)	1.9%	-1	6	-4.3%	4%	1	i	1.0	5%	-7%	2%
O=C(O)CNC(=O)/C=C/c1ccc(Cl)cc1Cl	1.9%	20	-3	-2.5%	4%	0.4	i	0.1	2%	10%	14%
CS(=O)(=O)c1ccc(S(=O)CC(=O)OCc2ccccc2)c([N+](=O)[O-])c1 (stereo not given)	x	20	-6	-4.9%	34%	1.1	u	x	4%	-12%	-7%
NS(=O)(=O)c1ccc(CCNC(=O)c2ccncc2)cc1	0.9%	x	x	x	x	x	i	3.7	x	-6%	-3%
COc1cc(-c2nc3n(n2)C(c2ccncc2)C(C(N)=O)=C(C)N3)cc(OC)c1OC (stereo not given)	1.3%	-14	-1	-2.8%	3%	1.1	i	0.7	3%	0%	4%
Fc1ccc(-n2nnnc2-c2cnc(-c3cccs3)nc2C(F)(F)F)cc1	8.7%	56	12	1.3%	14%	1	i	2.8	17%	-10%	1%
CCN(CC)CCN(Cc1cc2cc(C)ccc2[nH]c1=O)C(=S)NCc1ccco1	-0.1%	-6	11	0.3%	0%	1	i	0.3	5%	-3%	-9%
COc1ccccc1NC1C=CS(=O)(=O)C1 (stereo not given)	-1.4%	-5	-3	-3.0%	3%	1.1	i	2.7	-1%	15%	3%
O=C(NCCCN1CCCC1)Nc1ccc(F)cc1	0.8%	x	x	x	x	x	i	0.4	x	3%	2%
Cc1ccc(NS(=O)(=O)c2c(C)[nH]c(=O)[nH]c2=O)cc1F	0.5%	x	x	x	x	x	i	0.2	x	16%	3%
Cc1[nH]nc2c1C(=O)CC(C)(C)C2	1.7%	-4	-4	-3.2%	7%	0.4	i	0.7	9%	15%	-4%
COC(=O)c1ccc(CSc2nnc(Nc3ccc(OC)cc3)s2)o1	3.0%	-19	-11	-2.1%	1%	1	i	0.9	-4%	-13%	-1%
CCOC(=O)CNC(=O)Cn1cnc2c(nnn2-c2ccc(C)cc2)c1=O	-0.8%	7	1	-0.7%	-10%	1.1	i	1.8	-8%	10%	6%
COc1ccccc1C(=O)N/C(=C\c1cn(C)c2ccccc12)C(=O)NCCCN1CCOCC1	0.8%	x	x	x	x	x	i	1.8	x	0%	-2%
